Rac1 act GTP bind – human Rac1 activated mutant GTP binding change. 0.11% of 190,000 active. GST-Rac1 activated beads, fluorescent GTP binding, flow cytometry; actives lie on both sides; 100% means binding = to untreated wells. percent activity (GTP binding), % at 10 µM. P63000;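 active = GTP binding at least 20 percentage points away from the 100% baseline, in either direction, so actives lie on both sides; inconclusive = Compound likely fluorescent itself, or too few beads counted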
Cdc42 wt GTP – modulators (inhibitors or activators) of GTP binding to human Cdc42 wildtype; GST-Cdc42 beads, Bodipy-GTP binding, flow cytometry; actives lie on both sides; percent activity (GTP binding), % at 10 µM; P60953; 0.2% of 190,000 active;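 active = percent activity GTP binding at least 20 points away from the 100% baseline, either down as inhibitor or up as activator; inconclusive = compound flagged as likely green fluorescent from well-wide comparison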;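 note: median bead fluorescence of bound Bodipy-FL-GTP at 100 nM; 0% = excess unlabeled GTP control and 100% = no compound control; below 100% means less GTP binding so inhibitor and above means activator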
Target sequence (P60953 whole entry, looked up): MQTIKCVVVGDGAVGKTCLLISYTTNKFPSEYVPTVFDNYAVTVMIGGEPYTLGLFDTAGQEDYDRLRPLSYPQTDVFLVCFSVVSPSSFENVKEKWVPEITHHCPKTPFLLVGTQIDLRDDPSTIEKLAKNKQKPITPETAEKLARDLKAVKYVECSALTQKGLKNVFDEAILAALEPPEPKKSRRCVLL
Avidin fluor – avidin bead compound fluorescence profile | Avidin beads, compound fluorescence 488/530 nm, flow cytometry; active compounds read high | fluorescence (KMESF) at 10 µM | 0.38% of 220,000 active; in the data active = fluorescence above about 47; note: inactives centre near 10
GSH bead fluor – GSH bead compound fluorescence profile. GSH beads flow cytometry, compound fluorescence 488/530 nm; active compounds read high. fluorescence (KMESF) at 10 µM. 0.25% of 190,000 active. AID 1776; in the data active = fluorescence above about 89;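 note: glutathione beads carrying GST-tagged Bcl family fusion proteins plus one bare bead set; values are compound well signal with DMSO vehicle wells as background; inactives centre near 16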
Rab2A wt mod – changes GTP binding to wildtype dog Rab2A, up or down; P61105; GST-Rab2 wt beads, Bodipy-GTP binding, flow cytometry; GTP binding activity, % at 10 µM; 0.19% of 190,000 active;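 active = GTP binding activity at least 20 points away from 100%, either lowered or raised; inconclusive = signal likely due to the compound's own green fluorescence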;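 note: 0% = beads with excess unlabeled GTP and 100% = no-compound control corrected for plate trend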
Mcl1-Noxa inh – disrupts binding of human Mcl-1 to Noxa peptide; Q07820; TR-FRET Mcl-1/Noxa peptide binding, 2 h; inhibition, % at 21.7 µM; 1.5% of 220,000 active;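 active = compounds that cut the protein-peptide binding signal by more than 50% relative to plate controls in a single-dose test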;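 note: His-tagged Mcl-1 with rhodamine Noxa BH3 peptide and terbium anti-His antibody; 0% = Mcl-1 plus Noxa peptide wells and 100% = peptide-only wells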
Target sequence (Q07820 whole entry, looked up): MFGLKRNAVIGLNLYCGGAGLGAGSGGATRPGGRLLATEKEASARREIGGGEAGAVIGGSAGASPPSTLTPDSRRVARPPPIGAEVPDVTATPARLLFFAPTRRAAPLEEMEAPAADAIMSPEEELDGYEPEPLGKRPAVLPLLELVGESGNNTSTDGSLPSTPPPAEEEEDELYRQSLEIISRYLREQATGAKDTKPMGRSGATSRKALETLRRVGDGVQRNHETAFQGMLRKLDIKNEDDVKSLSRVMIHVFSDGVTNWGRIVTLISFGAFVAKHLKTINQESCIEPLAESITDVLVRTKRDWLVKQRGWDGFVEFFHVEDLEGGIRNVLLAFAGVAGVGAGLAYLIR
Rac1 wt GTP bind – human Rac1 wildtype GTP binding, inhibitors and activators | P63000 | GST-Rac1 beads, fluorescent GTP binding, flow cytometry; actives lie on both sides; 0 = cold GTP competed, 100 = untreated | GTP binding activity (% of control), % at 10 µM | 0.27% of 190,000 active | AID 757;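 active = GTP binding activity at least 20 points away from the 100% control level, either lower or higher; inconclusive = compound flagged as likely green fluorescent, judged across all proteins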
Rab7 wt modul – modulators of GTP binding to dog Rab7 wildtype GTPase | GST-Rab7 beads, fluorescent GTP binding, flow cytometry; actives lie on both sides; untreated = 100%, excess cold GTP = 0% | GTP binding activity (percent of control), % at 10 µM | 0.055% of 190,000 active;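 active = fluorescent GTP binding to Rab7 beads changed by at least 20 points from the 100% baseline, either direction, mostly lower; inconclusive = compound itself probably fluorescent, or too few beads counted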;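 note: median green fluorescence of bound Bodipy-FL-GTP per Rab7 bead population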
Mcl1 Bid PPI – Mcl-1/Bid interaction inhibition; Q07820; TR-FRET Mcl-1/Bid-Dy647 peptide binding, 1536-well; inhibition, % at 21.7 µM; 0.97% of 220,000 active;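 active = compounds that cut the binding signal by more than half at the single screening dose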;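 note: His-tagged Mcl-1 with europium anti-His antibody binding Bid BH3 peptide; 0% = Mcl-1 plus peptide wells and 100% = peptide-only wells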
Pf gamet viab – kills late stage P. falciparum gametocytes; 0.065% of 150,000 active; inhibition, % at 10.9 µM; P. falciparum stage V gametocytes, ATP luminescence, 24 h; AID 743093;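 active = inhibition above the mean plus 3 SD of compounds within the control limits, set per campaign, cut at about 38% in these data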;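 note: 0% = DMSO wells and 100% = medium only without gametocytes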
HRas wt GTP bind – human HRas wildtype GTP binding, change in either direction. P01112. GST-Ras wt beads, Bodipy-FL-GTP binding, flow cytometry; actives lie on both sides. AID 759. 0.14% of 190,000 active. GTP binding activity, % at 10 µM;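 active = GTP binding activity at least 20% away from the 100% baseline, either lowered as inhibitor or raised as activator; inconclusive = flagged as likely green fluorescent, judged across all proteins in the well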;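 note: 0% = unlabeled GTP competition control and 100% = no-compound control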
Target sequence (P01112 whole entry, looked up): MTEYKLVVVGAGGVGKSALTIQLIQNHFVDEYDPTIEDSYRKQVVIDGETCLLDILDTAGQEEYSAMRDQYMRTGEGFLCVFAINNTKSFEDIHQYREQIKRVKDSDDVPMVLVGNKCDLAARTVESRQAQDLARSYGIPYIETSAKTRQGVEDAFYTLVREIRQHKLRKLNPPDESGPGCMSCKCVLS
* hit, by the source's call; ? = inconclusive; · = no result given.

cpd	SMILES	Mcl1-Noxa inh	Rab2A wt mod	Rac1 wt GTP bind	Avidin fluor	Mcl1 Bid PPI	Pf gamet viab	GSH bead fluor	Rac1 act GTP bind	HRas wt GTP bind	Rab7 wt modul	Cdc42 wt GTP
1	CN(C)C(=O)Oc1ccc(-c2cn3cc(Cl)ccc3n2)cc1	25.8	101.0	103.0	2	-29.2	9.6	9	104.0	105.0	103.0	102.0
2	CCOC(=O)c1c(C)c(C(=O)N2CCC3(CC2)OCCO3)c(C)n1CC	-8.5	103.0	98.0	13	-8.1	7.5	16	99.0	103.0	98.0	103.0
3	O=C1CN(C(=O)COC(=O)Cc2ccccc2)c2ccccc2N1	17.6	102.0	99.0	9	-7.8	19.6	12	95.0	98.0	110.0	99.0
4	CC1SC2(CN3CCC2CC3)NC1=O (stereo not drawn)	5.5	100.0	105.0	8	-9.8	-2.5	6	101.0	102.0	98.0	103.0
5	CCCCCCOC(=O)c1ccccc1N	-6.2	100.0	105.0	32	8.2	·	15	100.0	104.0	104.0	103.0
6	C=CCN1C(=O)/C(=C/c2cc(C)n(-c3ccccn3)c2C)C(=O)NC1=S	2.9	97.0	94.0	14	-63.4	-13.5	21	95.0	95.0	98.0	95.0
7	CCC(C)N1C(=O)/C(=C\c2ccc(N3CCCCCC3)cc2)C(=O)NC1=S (stereo not drawn)	7.7	96.0	96.0	13	-72.1	·	27	95.0	95.0	98.0	93.0
8	CCN1CCN(C(=O)COc2ccc3c(c2)C(=O)CC2(CCN(C(C)=O)CC2)O3)CC1	6.4	101.0	104.0	12	-23.2	·	35	99.0	100.0	96.0	99.0
9	CCC(=NCc1ccc2c(c1)OCO2)c1c(O)n(C)c(=O)n(C)c1=O	3.9	?	?	5	-23.4	·	21	?	?	?	?
10	COC(=O)C1C2c3ccccc3OC1(C)N=c1s/c(=C/c3cn(C)nc3C)c(=O)n12 (stereo not drawn)	24.4	99.0	100.0	7	15.8	·	30	100.0	98.0	97.0	98.0
11	Cc1ccc(NC(=O)c2snnc2C)cc1Cl	-15.6	?	?	21	-13.5	-0.2	6	?	?	?	?
12	c1ccc2c3c([nH]c2c1)CNCC3	-16.2	97.0	97.0	10	-16.4	·	21	100.0	97.0	93.0	99.0
13	O=C(Cc1ccccc1)N1CCN(Cc2cccnc2)CC1	6.1	105.0	110.0	23	38.6	-2.4	11	99.0	105.0	107.0	105.0
14	Cc1ccc(-n2nc(C)c(C3C(C#N)=C(N)Oc4c3c(=O)oc3ccccc43)c2Cl)cc1 (stereo not drawn)	5.2	98.0	97.0	31	-19.2	·	17	95.0	98.0	98.0	97.0
15	COC(=O)CC1NC2CCCCC2NC1=O (stereo not drawn)	-15.7	100.0	102.0	12	-8.7	·	17	102.0	102.0	104.0	100.0
16	COc1cccc(C(=O)C2CCCN(Cc3ccc4nonc4c3)C2)c1 (stereo not drawn)	5.7	98.0	100.0	15	-1.1	-11.8	12	96.0	99.0	97.0	98.0
17	NC(=O)CN1C2CCC1CC(NC(=O)C1CC1)C2 (stereo not drawn)	8.3	103.0	107.0	8	10.8	-71.8	16	101.0	102.0	103.0	105.0
18	CCCn1c(C)cc(C=O)c1C	15.2	101.0	102.0	27	-23.2	·	63	98.0	100.0	106.0	100.0
19	C=CCC1(CN2CCCC2=O)C(=O)NC(=O)NC1=O	8.4	103.0	99.0	40	-2.2	·	21	98.0	103.0	98.0	103.0
20	O=C1NC(=O)C(=Cc2ccc(N3CCOCC3)o2)C(=O)N1	-2.3	99.0	97.0	9	-40.8	·	18	95.0	99.0	102.0	99.0
21	Cc1cc(C)nc(NC2=NCCS2)n1	-4.3	100.0	101.0	10	-17.5	·	14	101.0	102.0	100.0	102.0
22	O=[N+]([O-])c1ccc(N2CCCCC2)c2ncccc12	2.6	95.0	96.0	11	-8.9	13.6	11	96.0	93.0	94.0	92.0
23	COC(=O)C(O)(c1ccc(NC(=S)NC(=O)c2ccc(Cl)cc2Cl)cc1)C(F)(F)F (stereo not drawn)	21.5	96.0	104.0	14	-8.4	-29.4	9	98.0	99.0	95.0	98.0
24	CCCCn1c(O)c(C(C)=NC(C)c2ccccc2)c(=O)[nH]c1=O (stereo not drawn)	10.3	101.0	102.0	2	-2.4	·	45	102.0	102.0	100.0	102.0
25	COCCNC(=O)c1c(N)n(Cc2ccco2)c2nc3ccccc3nc12	35.0	100.0	101.0	28	-10.0	·	20	95.0	100.0	100.0	100.0
26	COC(=O)C(O)(c1ccc(N(C)C)cc1)C(F)(F)F (stereo not drawn)	7.3	100.0	99.0	22	-30.2	-11.4	10	96.0	100.0	107.0	101.0
27	COc1ccccc1N1C(=O)NC(=O)/C(=C/c2ccc3c(c2)Cc2ccccc2-3)C1=O	21.1	99.0	100.0	6	-29.6	·	8	97.0	99.0	101.0	99.0
28	CCCCn1c(O)c(C=NC2CC3CCC2(C)C3(C)C)c(=O)[nH]c1=O (stereo not drawn)	-25.0	98.0	97.0	37	-11.9	·	13	95.0	99.0	95.0	97.0
29	Cn1c(O)c(/C=N/c2ncccn2)c(=O)n(C)c1=O	-6.0	100.0	106.0	10	-40.0	·	40	100.0	103.0	103.0	103.0
30	COc1ccc(C2SCC(=O)Nc3c2c(C)nn3C2CCOC(C)(C)C2)cc1OC (stereo not drawn)	-0.7	102.0	93.0	13	-14.8	-5.9	8	98.0	100.0	103.0	95.0

In a second layout: 9 of the compounds above
#16 COc1cccc(C(=O)C2CCCN(Cc3ccc4nonc4c3)C2)c1 (stereo not drawn)
#17 NC(=O)CN1C2CCC1CC(NC(=O)C1CC1)C2 (stereo not drawn)
#18 CCCn1c(C)cc(C=O)c1C
#19 C=CCC1(CN2CCCC2=O)C(=O)NC(=O)NC1=O
#20 O=C1NC(=O)C(=Cc2ccc(N3CCOCC3)o2)C(=O)N1
#21 Cc1cc(C)nc(NC2=NCCS2)n1
#22 O=[N+]([O-])c1ccc(N2CCCCC2)c2ncccc12
#23 COC(=O)C(O)(c1ccc(NC(=S)NC(=O)c2ccc(Cl)cc2Cl)cc1)C(F)(F)F (stereo not drawn)
assay / entry | 16 | 17 | 18 | 19 | 20 | 21 | 22 | 23
Mcl1-Noxa inh | 5.7 | 8.3 | 15.2 | 8.4 | -2.3 | -4.3 | 2.6 | 21.5
Rab2A wt mod | 98.0 | 103.0 | 101.0 | 103.0 | 99.0 | 100.0 | 95.0 | 96.0
Rac1 wt GTP bind | 100.0 | 107.0 | 102.0 | 99.0 | 97.0 | 101.0 | 96.0 | 104.0
Avidin fluor | 15 | 8 | 27 | 40 | 9 | 10 | 11 | 14
Mcl1 Bid PPI | -1.1 | 10.8 | -23.2 | -2.2 | -40.8 | -17.5 | -8.9 | -8.4
Pf gamet viab | -11.8 | -71.8 | · | · | · | · | 13.6 | -29.4
GSH bead fluor | 12 | 16 | 63 | 21 | 18 | 14 | 11 | 9
Rac1 act GTP bind | 96.0 | 101.0 | 98.0 | 98.0 | 95.0 | 101.0 | 96.0 | 98.0
HRas wt GTP bind | 99.0 | 102.0 | 100.0 | 103.0 | 99.0 | 102.0 | 93.0 | 99.0
Rab7 wt modul | 97.0 | 103.0 | 106.0 | 98.0 | 102.0 | 100.0 | 94.0 | 95.0
Cdc42 wt GTP | 98.0 | 105.0 | 100.0 | 103.0 | 99.0 | 102.0 | 92.0 | 98.0

#24 CCCCn1c(O)c(C(C)=NC(C)c2ccccc2)c(=O)[nH]c1=O (stereo not drawn)
assay / entry | 24
Mcl1-Noxa inh | 10.3
Rab2A wt mod | 101.0
Rac1 wt GTP bind | 102.0
Avidin fluor | 2
Mcl1 Bid PPI | -2.4
Pf gamet viab | ·
GSH bead fluor | 45
Rac1 act GTP bind | 102.0
HRas wt GTP bind | 102.0
Rab7 wt modul | 100.0
Cdc42 wt GTP | 102.0

(cont.)
cpd	SMILES	Mcl1-Noxa inh	Rab2A wt mod	Rac1 wt GTP bind	Avidin fluor	Mcl1 Bid PPI	Pf gamet viab	GSH bead fluor	Rac1 act GTP bind	HRas wt GTP bind	Rab7 wt modul	Cdc42 wt GTP
31	CC(NC1=NCCS1)c1ccccc1 (stereo not drawn)	5.2	99.0	98.0	11	-12.3	5.8	15	93.0	96.0	97.0	95.0
32	CN1CCN(Cc2ccccc2C(F)(F)F)CC1	7.2	101.0	98.0	14	-13.0	-13.1	34	99.0	102.0	102.0	99.0
33	O[C@H]1C2CCC1C(N1CCCCC1)CC2 (stereo partly drawn)	4.6	96.0	96.0	19	-25.9	·	25	95.0	96.0	95.0	98.0
34	CCN1CCN(Cc2cc(Br)cc(OC)c2O)CC1	33.2	105.0	101.0	14	-78.3	·	24	99.0	104.0	103.0	106.0
35	Nc1ccc(Br)cc1C(=O)c1ccccc1	16.8	?	?	22	-4.2	-1.2	35	?	?	?	?
36	CCCN1CCC2(CC1)NC(CO)(CO)CO2	-5.0	101.0	104.0	31	-11.0	·	23	98.0	99.0	97.0	101.0
37	CCCCCCOc1ccc(CN2CCN(C)CC2)cc1	42.5	101.0	103.0	12	39.3	·	26	101.0	103.0	100.0	102.0
38	CCOc1ccc(-n2c(-c3cccs3)nc3ccccc3c2=O)cc1	18.0	96.0	101.0	13	-17.8	·	13	96.0	98.0	99.0	97.0
39	CNC(=O)Oc1cccc(-c2cn3cc(OC(=O)NC)ccc3n2)c1	15.4	92.0	102.0	4	-106.6	-13.3	7	99.0	97.0	99.0	100.0
40	O=C(Nc1ccc(Cl)cc1C(=O)c1ccccc1Cl)c1ccco1	4.0	98.0	98.0	8	-0.2	·	26	97.0	99.0	97.0	99.0
41	Cc1ccsc1C(=O)C1CCCN(Cc2cccc(OCCO)c2)C1 (stereo not drawn)	-1.3	99.0	102.0	14	-9.7	7.9	9	95.0	98.0	102.0	99.0
42	CC1CN=C(Nc2cccc3ccccc23)S1 (stereo not drawn)	-9.3	102.0	108.0	7	-24.3	·	5	102.0	104.0	103.0	105.0
43	CCOc1ccc(NC(=O)c2c(C)nn(Cc3ccccc3)c2Cl)cc1	-6.5	101.0	106.0	8	-10.5	·	12	101.0	103.0	99.0	106.0
44	Cc1cccc(OCC(=O)N2CCN(Cc3cccnc3)CC2)c1	30.4	99.0	95.0	13	40.0	20.4	12	97.0	100.0	105.0	98.0
45	CC(=O)Nc1ccc(OC(=O)N(C)C)cc1	10.8	93.0	92.0	13	-11.4	·	52	94.0	93.0	94.0	95.0
46	Clc1ccc(Cn2ccnc2)cn1	2.1	96.0	92.0	6	-3.5	-10.3	18	94.0	92.0	96.0	96.0
47	COc1cccc(-n2c(-c3ccoc3)nc3ccccc3c2=O)c1	12.3	103.0	105.0	16	-20.6	-4.7	34	100.0	104.0	102.0	107.0

Screening data from PubChem.

This is a subset, so the mix of outcomes need not match the whole.
